Assay outcomes: PubChem BioAssay, National Center for Advancing Translational Sciences (NCATS)
KAT2A inh – GCN5L2 (KAT2A) acetyltransferase inhibition; Q92830; GCN5L2 HAT assay, ThioGlo1 CoA-SH fluorescence; Potency, µM (doses to about 58.9 µM), without a hit: top-dose activity change, negative = inhibition, actives largely listed as inhibitors; actives 0.21% (n = 390,000); AID 504327
Target sequence (Q92830 whole entry, looked up): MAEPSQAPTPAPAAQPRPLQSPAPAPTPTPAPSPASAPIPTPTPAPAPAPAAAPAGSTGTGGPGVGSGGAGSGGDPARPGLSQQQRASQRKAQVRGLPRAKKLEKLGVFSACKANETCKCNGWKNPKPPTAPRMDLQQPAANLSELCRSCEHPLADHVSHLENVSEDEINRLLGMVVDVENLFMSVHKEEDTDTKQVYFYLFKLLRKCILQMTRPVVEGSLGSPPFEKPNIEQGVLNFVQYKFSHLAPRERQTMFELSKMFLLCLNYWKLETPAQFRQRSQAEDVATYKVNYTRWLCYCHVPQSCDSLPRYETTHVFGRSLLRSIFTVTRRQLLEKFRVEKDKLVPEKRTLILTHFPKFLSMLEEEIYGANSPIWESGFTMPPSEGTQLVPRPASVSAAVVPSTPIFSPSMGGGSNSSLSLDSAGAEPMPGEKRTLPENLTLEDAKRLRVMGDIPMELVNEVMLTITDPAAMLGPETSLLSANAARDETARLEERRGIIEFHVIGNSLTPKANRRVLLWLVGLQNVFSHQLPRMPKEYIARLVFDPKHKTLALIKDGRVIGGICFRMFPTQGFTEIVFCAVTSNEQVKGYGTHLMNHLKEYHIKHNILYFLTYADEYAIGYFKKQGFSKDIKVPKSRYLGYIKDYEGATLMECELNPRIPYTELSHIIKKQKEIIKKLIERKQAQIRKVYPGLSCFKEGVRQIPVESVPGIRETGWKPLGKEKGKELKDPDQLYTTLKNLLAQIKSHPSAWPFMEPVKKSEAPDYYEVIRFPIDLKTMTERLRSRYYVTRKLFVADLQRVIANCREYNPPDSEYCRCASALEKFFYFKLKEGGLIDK
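GCN5L2 (20nM final) in 50mM HEPES, 0.1mM EDTA pH 7.5, 0.01% Tween-20 was preincubated 15 min at room temperature with compound, then given ThioGlo1 (50uM), H3(1-25) peptide (75uM) and acetyl-CoA (70uM); CoA-thiol fluorescence (Ex340/Em540) was read at 0 and 20 min.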
DT40 TDP1 CPT – DT40-hTDP1 cell growth loss with CPT; chicken DT40 Tdp1-/-;hTDP1 cells + 20 nM CPT, ATP luminescence, 48 h; Potency, µM (series often up to 46.2 µM), inactives show at the top dose activity change, negative = growth inhibition, hits mostly inhibitors; actives 12% (n = 420,000); note: nearly all actives have a fitted effect of over 55% in size
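Cell growth measured by CellTiter-Glo luminescence after a minimum 48 h, 37 C compound exposure with 20 nM CPT in Tdp1-knockout DT40 cells stably expressing hTDP1, seeded 400/well; qHTS titration format.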
DT40 TDP1 no CPT – qHTS for Inhibitors of human tyrosyl-DNA phosphodiesterase 1 (TDP1): qHTS in cells in absence of CPT; DT40 Tdp1-/- hTDP1 cells, no CPT, ATP luminescence, 48 h; AID 686978, 2013; Potency, µM (highest dose often 46.2 µM), for inactives: top-dose activity change, negative = growth inhibition, hits mostly inhibitors; actives 15% (n = 420,000); note: nearly all actives have a fitted effect of over 55% in size
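A cellular qHTS used chicken DT40 cells lacking endogenous Tdp1 but carrying stably transfected human TDP1. Compounds were applied without camptothecin, and cell growth kinetics were judged by ATP-dependent luminescence after ≥48 hr.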
An asterisk follows results filed as active; u = inconclusive; x = no result given; & = joins results of further samples. Calls come from the whole dose curve; as a rule, active = well fitted curve in the direction sought with a large enough effect; inconclusive = small, poorly fitted or top-dose-only effect, or another doubt; inactive = no such curve, though single readings can be large; an effect the other way counts as inactive or inconclusive. % is set by controls: 0 for no effect and ±100 for the full control effect; potency is the fitted concentration of half-maximal effect. A portion of the library, so the mix of outcomes need not match the whole.

SMILES	KAT2A inh	DT40 TDP1 CPT	DT40 TDP1 no CPT
CCCCCCCN=CC1=C(O)CC(c2ccccc2)CC1=O (centres undefined)	0%	-8%	-22%
Cc1cc(C)n(CC(=O)N/N=C/c2cc(Br)cc([N+](=O)[O-])c2O)n1	-14%	u	u
O=C(CCSc1ccccc1)Nc1ccc(OCc2ccccc2)cc1	-4%	-6%	-28%
O=c1cc(CSc2nc(NCc3ccccc3)c3ccccc3n2)nc2ccc(Cl)cn12	-2%	16µM*	12µM*
CCN(CC(=O)NCc1ccc(F)cc1)CC(=O)Nc1ccc(S(=O)(=O)N2CCCC2)cc1	-6%	-1%	-2%
O=C(/C=C/c1ccccc1)NC(=S)NNS(=O)(=O)c1ccccc1	-8%	0%	4%
CC1(c2ccc(OC(F)F)cc2)NC(=O)N(CC(=O)Nc2ccccc2)C1=O (centres undefined)	-3%	u	u
CCCCNc1ccc2nsnc2c1[N+](=O)[O-]	-23%	-12%	u
COc1ccc2nc(C)cc(SCC(=O)N3CCCCC3)c2c1	4%	-14%	-16%
O=C(Nc1ccon1)c1cccc(S(=O)(=O)N2CCCCC2)c1	-5%	u	0%
COc1ccc(OC)c(C(c2c(C)[nH][nH]c2=O)c2c(C)[nH][nH]c2=O)c1	-13%	2%	-13%
C[C@@H]1CN(C(=O)c2nc3ccc(Cl)cn3c2CN(C)CCc2cnn(C)c2)C[C@H](C)O1	-4%	1%	1%
O=C(NCc1ccco1)c1ccc2c(c1)N(Cc1ccc(Cl)cc1)C(=O)c1ccccc1S2(=O)=O	-4%	u	18µM*
S=C(NC1CCCCCC1)NC1CCCC1	-3%	u	u
CC1(C)CC(=O)C2=C(C1)Nc1ccccc1NC2c1cccnc1 (centres undefined)	-11%	1%	-6%
COc1ccc(CCN=C(N)NS(=O)(=O)c2ccc(F)cc2)cc1OC	-1%	u	u
COc1cccc(N(CC(=O)NCCSCc2ccc(C)cc2)S(C)(=O)=O)c1	-7%	u	u
CC(CC(=O)Nc1ccc2c(c1)OCO2)c1ccccc1 (centres undefined)	-5%	-8%	u
Fc1ccc(NC2=NCCCCC2)cc1	-3%	3%	-3%
O=c1nc2ccc(Cl)cn2c2ccc(S(=O)(=O)N3CCCCC3)cc12	-9%	-15%	-7%
O=C(CSc1nnc(COc2ccc(Cl)cc2)o1)N1CCCCC1	-2%	-23%	u
CCCn1c(NCc2cccc(OC)c2O)nc2ccccc21	0%	-23%	u
CCCc1ccc(NC(=O)C2CCCN(c3cnccn3)C2)cc1 (centres undefined)	-2%&-8%	21µM*	21µM*
COc1ccc(C(CNC(=O)c2cc(SC)ccc2Cl)N(C)C)cc1 (centres undefined)	-4%	u	0%
O=C(CCNS(=O)(=O)c1ccc(Cl)cc1)N1CCN(c2ccccn2)CC1	-1%	-25%	u

Single records, as listed above. Screens in order: KAT2A inh, DT40 TDP1 CPT, DT40 TDP1 no CPT
`CCCCNc1ccc2nsnc2c1[N+](=O)[O-]` reads -23%, -12%, u
`CCN(CC(=O)NCc1ccc(F)cc1)CC(=O)Nc1ccc(S(=O)(=O)N2CCCC2)cc1` reads -6%, -1%, -2%
`CC1(c2ccc(OC(F)F)cc2)NC(=O)N(CC(=O)Nc2ccccc2)C1=O` (centres undefined) reads -3%, u, u
`O=C(CCNS(=O)(=O)c1ccc(Cl)cc1)N1CCN(c2ccccn2)CC1` reads -1%, -25%, u
`O=c1cc(CSc2nc(NCc3ccccc3)c3ccccc3n2)nc2ccc(Cl)cn12` reads -2%, 16µM*, 12µM*

(next part)
SMILES	KAT2A inh	DT40 TDP1 CPT	DT40 TDP1 no CPT
Cc1ccc(S(=O)(=O)N2CCN(C(C)C)CC2)cc1	-5%	-11%	3%
Cc1c(NC(=O)c2cnn3c2NC(c2ccco2)CC3C(F)(F)F)c(=O)n(-c2ccccc2)n1C (centres undefined)	-21%	-9%	u
COc1ccc(CN2CCN(Cc3nc4ccccc4s3)CC2CCO)c(C)c1C (centres undefined)	-9%	u	15µM*
CCC(O)CC(C(=O)NNc1ccccc1)C(=O)NNc1ccccc1 (centres undefined)	-4%	23%	-1%
CCC1CCc2c(c3ccccc3[nH]c2=O)O1 (centres undefined)	-12%	-12%	-17%
COCCNc1nc(-c2cc(-c3ccccc3)on2)cc(C(C)C)n1	-3%	u	u
C=CCn1c(=NC(=O)CN2C(=O)CCC2=O)sc2cccc(OC)c21	-17%	u	u
CN(c1ccccc1)S(=O)(=O)c1cccc(C(=O)NC2CC(C)(C)NC(C)(C)C2)c1	-9%	-24%	-15%
C=C(C)C1CC=C(CN2CCN(Cc3ccccc3)CC2)CC1 (centres undefined)	0%	u	u
COc1ccc(NS(=O)(=O)c2ccc3[nH]c(=O)[nH]c3c2)cc1	1%	0%	23%
Cc1cccc(NC(=O)c2ccc3nc(N4CCOCC4)sc3c2)c1C	-5%	u	u
COc1ccc(Cl)cc1-c1cc(C(=O)Nc2ccc(C)c(NS(C)(=O)=O)c2)[nH]n1	x	18µM*	21µM*
O=[N+]([O-])c1ccccc1S(=O)(=O)Nc1ccc(-c2ccc(N3CCCC3)nn2)cc1	u	-7%	-13%
CCC1(CC)NC(=O)N(CC(=O)OCC(=O)Nc2cc(C)ccc2C)C1=O	-3%	-6%	4%
Cc1cc(C)c2c(c1)-c1c(ssc1=S)C(C)(C)N2C(=O)CN1C(=O)c2ccccc2C1=O	-7%	21µM*	u
O=C(Nc1nsc(-c2ccccc2)n1)c1ccc(F)cc1	-4%	-5%	4%
COc1ccc(C2CC(c3cc(Br)ccc3F)n3nnnc3N2)cc1 (centres undefined)	-3%	u	u
CC(C)C1N(c2ccccc2)C(N)=C(C#N)C1(C#N)C#N (centres undefined)	-11%	u	23µM*
O=C(O)c1cccc(NC(=O)c2ccc(S(=O)(=O)c3ccccc3)cc2)c1	-3%	-16%	-24%
CN(C)CCn1c2c(c(SCC(=O)Nc3cccc4ccccc34)nc1=O)CCC2	-4%	7%	-27%
O=C(c1ccc2c(c1)N(Cc1ccccc1F)C(=O)c1ccccc1S2)N1CCOCC1	-24%	-1%	-8%
O=C(CN1C(=O)c2ccccc2S1(=O)=O)Nc1ccccn1	-2%	22%	4%
COc1ccc(NC(C)=O)cc1S(=O)(=O)NC(Cc1ccccc1)C(=O)NC(C)c1ccccn1 (centres undefined)	x	-3%	0%
CCOC(=O)N1CCN(C(=O)c2oc3ccc(S(=O)(=O)N4CCCCC4)cc3c2C)CC1	-6%	u	u
O=C(c1cccc(S(=O)(=O)N2CCN(c3ccc(F)cc3)CC2)c1)N1CCCCCCC1	-13%	u	u

Other results follow.
SMILES	KAT2A inh	DT40 TDP1 CPT	DT40 TDP1 no CPT
CC(C)OC(=O)c1c(NC(=O)c2cccc(C(F)(F)F)c2)sc2c1CCCC2	-4%	-3%	-24%
CC(=O)NCCc1ccc(C(=O)COC(=O)c2cccs2)cc1	x	3%	-4%
CCOC(=O)c1c(CSc2ccccc2)n(C)c2ccc(O)c(CN3CCOCC3)c12	-6%	u	u
O=[N+]([O-])c1ccccc1O[C@@H]1O[C@H](CO)[C@H](O)[C@H](O)[C@H]1O	4%	6%	-9%
COC(=O)c1ccccc1S(=O)(=O)NNC(=O)c1nn(C)c(=O)c2ccccc12	2%	3%	0%
Cn1cc(CNC(=O)C2c3ccccc3Oc3ccccc32)cn1	u	-5%	-13%
Cc1cc(N)n(-c2ccc(Cl)cc2)n1	-3%	9%	-2%
Cc1cc(=O)oc2cc(OCC(=O)N3CCN(c4ccccc4)CC3)ccc12	-1%	-12%	0%
O=C1CC(c2ccccc2)=NN1c1ccccc1	x	u	15µM*
COc1ccc(CN2CCN(c3cc(C)nc4c5c(C)cc(C)nc5nn34)CC2)cc1F	-2%	u	u
CCc1ccc(OCC(=O)OCC(=O)NC2CCCC(C)C2C)cc1 (centres undefined)	0%	7%	-13%
CC(=O)CSc1ccc(S(=O)(=O)N2CCN(C)CC2)cn1	-1%	-4%	11%
CCSc1nnc(NC(=O)NC(CC)(C(F)(F)F)C(F)(F)F)s1	-10%	u	15µM*
CN1CCC(N(Cc2cccs2)c2ccccc2)CC1	x	u	u
CC(C)C(=O)NC1CC(=O)N(c2ccc3c(c2)OCCO3)C1 (centres undefined)	0%	-10%	-5%
Cc1cc(=O)oc2c1c(C)nn2-c1ccc(Br)cc1	6%	12%	-11%
CCN(CC)C(=O)C1CCCN(Cc2cccc(F)c2)C1 (centres undefined)	-4%	-1%	-11%
Cc1cccc(NS(=O)(=O)c2cnc(Cl)c(Br)c2)n1	-18%	-5%	-17%
CCSC(=S)c1c(C)[nH]n(-c2ccccc2)c1=O	-6%	15µM*	13µM*
CCOC(=O)N1CCN(S(=O)(=O)c2c(C)nc3sccn3c2=O)CC1	-2%	0%	1%
O=C(Nc1ncccc1O)c1ccc(NS(=O)(=O)c2ccc3[nH]c(=O)[nH]c3c2)cc1	-3%	u	u
N#Cc1ccc2[nH]c(CO)c(-c3ccccc3)c2c1	-2%	u	u
Cc1ccccc1NC(=O)CCn1nc(-c2ccc(Cl)cc2)c2ccccc2c1=O	2%	u	-28%
C[n+]1ccc(/C=C/c2ccc(F)cc2)c2ccccc21	x	8.9µM*	13µM*
C=CCN(CC=C)CCOc1cc(C)ccc1[N+](=O)[O-]	-5%	5%	7%

Next section (3 carried over from the part before).
SMILES	KAT2A inh	DT40 TDP1 CPT	DT40 TDP1 no CPT
Cc1ccccc1NC(=O)CCn1nc(-c2ccc(Cl)cc2)c2ccccc2c1=O	2%	u	-28%
C[n+]1ccc(/C=C/c2ccc(F)cc2)c2ccccc21	x	8.9µM*	13µM*
C=CCN(CC=C)CCOc1cc(C)ccc1[N+](=O)[O-]	-5%	5%	7%
CCC(C)[C@H](NC(=O)N1CC(=O)Nc2ccccc21)C(=O)Nc1ccccc1C (some centres undefined)	-29%	16µM*	u
CCCN(C(=O)C(=O)Nc1ccc2nc3n(c(=O)c2c1)CCCCC3)c1ccc(OCC)cc1	-4%&-6%	13µM*	13µM*
CC1CN/C(=C\C(=O)c2ccc(Br)cc2)C(=O)N1 (centres undefined)	-1%	-28%	u
CCOc1ccc(-n2c(N)c(-c3nc4ccccc4[nH]3)sc2=S)cc1	3%	u	-28%
CCOc1ccc(C(=O)O/N=C(\N)c2ccccn2)cc1	-10%	-9%	u
O=P(Nc1ccccc1)(Nc1ccccc1)c1ccccc1	x	2%	-3%
CCOc1ccccc1NC(=O)CC1Nc2cc(C)c(C)cc2NC1=O (centres undefined)	-4%	18µM*	u
COc1cc(OC)cc(-c2sc3ccc(OC)cc3c2C#CC(C)(C)O)c1	-3%	-15%	-12%
CCOc1cc(NC(=S)NCCCN2CCOCC2)c(OCC)cc1NC(=O)C1CCCCC1	-5%	-14%	-4%
Cc1ccc(CN(Cc2cccn2-c2nnc(N3CCCC3=O)s2)C(=O)Nc2ccccc2C(F)(F)F)cc1	-6%	u	u
Fc1ccccc1/C=N/n1c(-c2cccnc2)n[nH]c1=S	-11%	6%	-23%
CCOC(=O)C1CCN(S(=O)(=O)c2ccc3c(c2)CCN3C(=O)C2CCC2)CC1	-8%	-2%	-18%
COc1ccc(CNC(=O)c2cn(Cc3ccccc3F)c(=O)s2)cc1	x	u	u
CCOCCOC(=O)COc1ccc2c(-c3ccccc3)cc(=O)oc2c1	-3%	-7%	-17%
O=C(Nc1ccnn1C1CCN(Cc2ccccn2)CC1)c1cccc(F)c1	-3%	-1%	13%
O=C(Cn1ncc2c3ccccc3n(Cc3ccccc3F)c2c1=O)N1CCN(c2ccccn2)CC1	-7%	u	u
CCC(Oc1ccccc1)C(=O)NC1CCCCCC1 (centres undefined)	1%	8%	10%
COc1ccccc1CN1C[C@@H]2C[C@@H](c3cccc(C)c3)N3CCC[C@@]23C1=O	-5%	-25%	u

Sorted by formula weight (ascending): some entries from above
SMILES	KAT2A inh	DT40 TDP1 CPT	DT40 TDP1 no CPT
Fc1ccccc1/C=N/n1c(-c2cccnc2)n[nH]c1=S	-11%	6%	-23%
O=P(Nc1ccccc1)(Nc1ccccc1)c1ccccc1	x	2%	-3%
CC1CN/C(=C\C(=O)c2ccc(Br)cc2)C(=O)N1 (centres undefined)	-1%	-28%	u
CCOc1ccc(-n2c(N)c(-c3nc4ccccc4[nH]3)sc2=S)cc1	3%	u	-28%
CCCN(C(=O)C(=O)Nc1ccc2nc3n(c(=O)c2c1)CCCCC3)c1ccc(OCC)cc1	-4%&-6%	13µM*	13µM*
CCOc1cc(NC(=S)NCCCN2CCOCC2)c(OCC)cc1NC(=O)C1CCCCC1	-5%	-14%	-4%
Cc1ccc(CN(Cc2cccn2-c2nnc(N3CCCC3=O)s2)C(=O)Nc2ccccc2C(F)(F)F)cc1	-6%	u	u
